Assay outcomes deposited in PubChem BioAssay by Columbia University Molecular Screening Center.
E-sel TNF inh = blocks E-selectin expression induced by TNF alpha. HUVEC TNFa-induced E-selectin immunofluorescence, high content. AID 1246. 120,000 tested, 0.71% active. inhibition, % at 2 µM;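 active = inhibition above the batch mean plus 3 SD, and confirmed as a hit on visual image review, cut at about 43% in these data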;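 also: 0% = TNF-stimulated DMSO wells and 100% = unstimulated control wells; not every result past the cut was called active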
Starred values were filed as active, the others as inactive. An excerpt, so the mix of outcomes need not match the whole.

Start of the data: the first 4 compounds as a preview:
How did Cc1ccc(SCCc2cc[n+](CC(=O)c3ccccc3)cc2)cc1 do in these assays?
E-sel TNF inh: 13

What do the screens show for `c1ccc(Cn2nnc3c(NCC4CCCO4)nc(C4CC4)nc32)cc1` (configuration not stated)?
E-sel TNF inh: -11

How did COc1ccc(-c2cc(=O)[nH]c(=S)[nH]2)cc1 do in these assays?
E-sel TNF inh: 1

How did O=C(O)C1CSC(c2ccco2)N1 (configuration not stated) do in these assays?
E-sel TNF inh: 12

Results (from the top)
How did Cc1ccc(SCCc2cc[n+](CC(=O)c3ccccc3)cc2)cc1 do in these assays?
E-sel TNF inh: 13

What do the screens show for `c1ccc(Cn2nnc3c(NCC4CCCO4)nc(C4CC4)nc32)cc1` (configuration not stated)?
E-sel TNF inh: -11

How did COc1ccc(-c2cc(=O)[nH]c(=S)[nH]2)cc1 do in these assays?
E-sel TNF inh: 1

How did O=C(O)C1CSC(c2ccco2)N1 (configuration not stated) do in these assays?
E-sel TNF inh: 12

Results for CSc1ncccc1C(=O)NCC12CC3CC(CC(C3)C1)C2 ?
E-sel TNF inh: -34

Results for O=C(O)c1ccc(Oc2ccc(C(F)(F)F)cn2)cc1 ?
E-sel TNF inh: 25

What do the screens show for `CC(C)C(=O)OC/C(O)=C(\C#N)c1nc2ccccc2[nH]1`?
E-sel TNF inh: 12

How did CC(C)CCNC(=O)Cc1ccc(Nc2nc(=S)[nH]c3ccccc23)cc1 do in these assays?
E-sel TNF inh: 15

Results for CN=C1S/C(=C\c2cn(CC(=O)OC)c3ccccc23)C(=O)N1C ?
E-sel TNF inh: -12

Results for O=C(COC(=O)CNS(=O)(=O)/C=C/c1ccccc1)Nc1cccc2ccccc12 ?
E-sel TNF inh: -16

What do the screens show for `CC(C)Cn1nc(C(=O)OCC(=O)NCC(F)(F)F)c2ccccc2c1=O`?
E-sel TNF inh: -52

How did Cc1ccccc1NC(=O)CCC(=O)OCC(=O)c1cccc([N+](=O)[O-])c1 do in these assays?
E-sel TNF inh: -26

How did Cc1oc(-c2cccc(Cl)c2)nc1CN(C)C1CCOC1 (configuration not stated) do in these assays?
E-sel TNF inh: -28

What do the screens show for `CCCCn1c(N)c(N(CCOC)C(=O)COc2ccc(Cl)cc2)c(=O)[nH]c1=O`?
E-sel TNF inh: 11

What do the screens show for `CN(c1ccccc1)P(=O)(N(C)c1ccccc1)N(C)c1ccccc1`?
E-sel TNF inh: 11

What do the screens show for `O=C(Nn1c(-c2ccc(Br)cc2)nc2ccccc2c1=O)c1ccncc1`?
E-sel TNF inh: -41

How did CC(=O)CC(=O)Nc1ccc(Cl)cn1 do in these assays?
E-sel TNF inh: -5

Results for O=C(Cc1c[nH]c2ccccc12)NC1(C(=O)NC2CCCC2)CCCCC1 ?
E-sel TNF inh: -1

What do the screens show for `COc1ccc(CNC(=O)CSc2nnnn2C)cc1OC`?
E-sel TNF inh: -70

How did CCS(=O)(=O)c1ccc(N)cc1 do in these assays?
E-sel TNF inh: 6

How did CC(OC(=O)c1ccncc1)C(=O)Nc1ccc([N+](=O)[O-])cc1Cl (configuration not stated) do in these assays?
E-sel TNF inh: -45

Results for COc1ccccc1NC(C)C(=O)N/N=C/c1cccs1 (configuration not stated) ?
E-sel TNF inh: 13

What do the screens show for `CCNc1nc(NCC)nc(SCC(C)=O)n1`?
E-sel TNF inh: -10

Results for O=C(Nc1c2c(nn1-c1ccccc1)CSC2)c1ccc(N2C(=O)CCC2=O)cc1 ?
E-sel TNF inh: -15

How did CCOc1cccc(CNCc2ccc(C(=O)O)cc2)c1 do in these assays?
E-sel TNF inh: -13

How did COc1cc(/C=N/NC(N)=O)ccc1OCC(=O)N1C(C)CCCC1C (configuration not stated) do in these assays?
E-sel TNF inh: -14

Results for CNC(=S)N(CCc1c(C)[nH]c2ccc(C)cc12)Cc1cccs1 ?
E-sel TNF inh: -17

Results for COC(=O)c1cccc([N+](=O)[O-])c1CN1CCCC(C(N)=O)C1 (configuration not stated) ?
E-sel TNF inh: -28

Results for O=C(CCNC(=O)c1ccccc1Cl)Nc1ccc(S(=O)(=O)Nc2ncccn2)cc1 ?
E-sel TNF inh: -20

How did C/C(=N\NC(=S)NC(C)C)c1ccccc1OC(F)F do in these assays?
E-sel TNF inh: 29

How did CCC(=O)NNc1nc2c(C)cccc2s1 do in these assays?
E-sel TNF inh: -11

What do the screens show for `CC(CC(=O)O)CC(=O)Nc1cc([N+](=O)[O-])ccc1O` (configuration not stated)?
E-sel TNF inh: -12

How did C/C(=N\NC(=O)CSc1nc(C)cc(C)n1)c1ccc2c(c1)OCCO2 do in these assays?
E-sel TNF inh: -15

Results for CC(C)CC(c1nnnn1C(C)(C)C)N1CCN(Cc2ccccc2)CC1 (configuration not stated) ?
E-sel TNF inh: 9

What do the screens show for `O=C(COC(=O)c1cccnc1Cl)Nc1cccc(S(=O)(=O)N2CCCCC2)c1`?
E-sel TNF inh: -37

Results for COc1cc2c(cc1OC)C(CSc1ccccc1C(=O)O)=NC(C)(C)C2 ?
E-sel TNF inh: -27

How did CCOP(=O)(/C(C#N)=C(\C)O)c1ccccc1 (configuration not stated) do in these assays?
E-sel TNF inh: 24

How did CCOC(=O)C1(Cc2cccc(OC)c2)CCN(Cc2cccc(OCC)c2O)CC1 do in these assays?
E-sel TNF inh: -10

What do the screens show for `CC1=CCC2C(=O)N(c3ccc(OC(=O)c4ccco4)cc3)C(=O)C2C1` (configuration not stated)?
E-sel TNF inh: 6

What do the screens show for `CS(=O)(=O)N1CCC(C(=O)N2CCN(c3cccc(Cl)c3)CC2)CC1`?
E-sel TNF inh: 4

What do the screens show for `Cc1nnc(NC(=O)CSc2ccc(-c3cccnc3)nn2)s1`?
E-sel TNF inh: -56

Results for O=C(N/N=C\c1ccccn1)c1ccccc1O ?
E-sel TNF inh: 3

Results for ClCc1ncc(-c2ccc(Cl)cc2)o1 ?
E-sel TNF inh: -34

How did Cc1cc(C)c2nc3nc(C)c(C)cc3c(N)c2c1 do in these assays?
E-sel TNF inh: -11

What do the screens show for `CCOc1ccc(N2C(=O)Nc3ccccc3C2(O)C(=O)NCc2ccco2)cc1` (configuration not stated)?
E-sel TNF inh: -4

What do the screens show for `O=c1[nH]nc(SCc2nc3ccccc3s2)n1C1CC1`?
E-sel TNF inh: -10

What do the screens show for `CN(CCc1ccccn1)C(=S)Nc1ccc(Cl)c(Cl)c1`?
E-sel TNF inh: -15

What do the screens show for `CCC(=O)NC(=S)Nc1ccc(NC(=O)c2cc3ccccc3o2)c(OC)c1`?
E-sel TNF inh: 16

What do the screens show for `COc1ccc(N2CCN(CCCNC(=S)Nc3c(C)cccc3C)CC2)cc1`?
E-sel TNF inh: 18

How did O=C(Nc1ccc(S(=O)(=O)Nc2nccs2)cc1)c1ccc(=O)[nH]c1 do in these assays?
E-sel TNF inh: -15

What do the screens show for `Cc1ccc(NC(=O)CCC(=O)NNC(=O)c2ccccc2)c(C)c1`?
E-sel TNF inh: 16

Results for Cc1cccc(N2CCC(NCc3c(C(=O)N4CCCCC4)nc4c(C)cccn34)CC2)c1 ?
E-sel TNF inh: -10

What do the screens show for `CC(C)c1ccc(N2CC(C)(C)C2=O)cc1`?
E-sel TNF inh: 11

Results for O=[N+]([O-])c1cc([N+](=O)[O-])c2n[nH]c(-c3ccccc3)c2c1 ?
E-sel TNF inh: -6

What do the screens show for `O=C(N/N=C/c1ccc(N2CCOCC2)cc1)c1ccccc1OCCOc1ccccc1`?
E-sel TNF inh: -32

Results for O=C(COC(=O)CCC(=O)c1ccc(F)cc1)Nc1ccccc1 ?
E-sel TNF inh: -11

Results for C/C(=N\NC(=O)Cn1ccc(C(F)(F)F)n1)c1ccc2c(c1)OCO2 ?
E-sel TNF inh: -9

How did O=C(Cc1ccccc1)c1ccc2c(c1)OCCO2 do in these assays?
E-sel TNF inh: -16

What do the screens show for `Cc1csc(Sc2ccc(S(=O)(=O)N3CCCC3)cn2)n1`?
E-sel TNF inh: 38

What do the screens show for `CCN(CC)CCN(C(=O)c1ccc2c(c1)CCCC2)c1nc2ccc(F)cc2s1`?
E-sel TNF inh: 12

How did O=C(Nc1ccccc1F)c1ccc(Cn2cc(Cl)cn2)cc1 do in these assays?
E-sel TNF inh: -11

What do the screens show for `Cc1[nH]n(S(=O)(=O)Cc2ccccc2)c(=O)c1N=Nc1ccccc1Cl`?
E-sel TNF inh: 12

How did C/C=C/C(=O)OCC(=O)Nc1cccc(Br)c1 do in these assays?
E-sel TNF inh: -29

What do the screens show for `CCOc1cnc(-c2c(-c3ccccc3Cl)noc2C)o1`?
E-sel TNF inh: 2

Results for NS(=O)(=O)c1ccc(CCNC(=O)CCCn2c(=O)[nH]c3ccc(Br)cc3c2=O)cc1 ?
E-sel TNF inh: 0

What do the screens show for `CN(C(=O)CSc1nnc(-c2ccc(F)cc2)c2ccccc12)C1CCS(=O)(=O)C1` (configuration not stated)?
E-sel TNF inh: -52

What do the screens show for `O=C(NCc1ccco1)c1cc([N+](=O)[O-])ccc1Cl`?
E-sel TNF inh: 20

How did COc1ccc(CN(C)Cc2nc(Cc3cccc(F)c3)no2)c2cccnc12 do in these assays?
E-sel TNF inh: -14

Results for CC1CCCCN1c1ccc(N)cc1C(N)=O (configuration not stated) ?
E-sel TNF inh: -5

How did O=C(NNC(=S)Nc1ccccc1)c1cccc(S(=O)(=O)N2CCOCC2)c1 do in these assays?
E-sel TNF inh: 1

Results for O=C(NCc1cccc2ccccc12)Nc1ccccc1 ?
E-sel TNF inh: -42

Results for Cc1c(NC(=O)CCc2ccccc2)cccc1[N+](=O)[O-] ?
E-sel TNF inh: -9

Reprinted from above for reference:
Results for NS(=O)(=O)c1ccc(CCNC(=O)CCCn2c(=O)[nH]c3ccc(Br)cc3c2=O)cc1 ?
E-sel TNF inh: 0

What do the screens show for `CN(C(=O)CSc1nnc(-c2ccc(F)cc2)c2ccccc12)C1CCS(=O)(=O)C1` (configuration not stated)?
E-sel TNF inh: -52

What do the screens show for `O=C(NCc1ccco1)c1cc([N+](=O)[O-])ccc1Cl`?
E-sel TNF inh: 20

How did COc1ccc(CN(C)Cc2nc(Cc3cccc(F)c3)no2)c2cccnc12 do in these assays?
E-sel TNF inh: -14

Results for CC1CCCCN1c1ccc(N)cc1C(N)=O (configuration not stated) ?
E-sel TNF inh: -5

How did O=C(NNC(=S)Nc1ccccc1)c1cccc(S(=O)(=O)N2CCOCC2)c1 do in these assays?
E-sel TNF inh: 1

(more compounds)
How did CC(=O)c1ccc(N2CCN(C(=O)CCCn3c(=O)[nH]c4ccc(Br)cc4c3=O)CC2)cc1 do in these assays?
E-sel TNF inh: 1

How did CCCCCn1c(=O)c2ccccc2n2c(CCl)nnc12 do in these assays?
E-sel TNF inh: 5

Results for CCOc1ccc(-n2c(O)c(/C=N/Nc3nnc(C)c(=O)[nH]3)c3ccccc3c2=O)cc1 ?
E-sel TNF inh: -73

What do the screens show for `Cc1ncoc1C(=O)N1CCc2c([nH]c3ccccc23)C1c1ccccc1F` (configuration not stated)?
E-sel TNF inh: 2

Results for O=C(O)c1ccccc1-c1nc2ccccc2c(=O)n1O ?
E-sel TNF inh: -29

How did COc1cccc(NC(=O)COC(=O)Cc2ccc(Br)cc2)c1 do in these assays?
E-sel TNF inh: 6

How did COCCN(C(=S)Nc1cc(C)cc(C)c1)C(C)c1cccs1 (configuration not stated) do in these assays?
E-sel TNF inh: -12

How did Nc1ccccc1-c1nc2ccccc2s1 do in these assays?
E-sel TNF inh: -45

Results for Cc1ccc(S(=O)(=O)N(C)C)cc1NC(=S)N1CCc2ccccc21 ?
E-sel TNF inh: -31

Results for COc1ccc(-n2nc3c(c2NC(=O)c2ccc(S(=O)(=O)N4CCOCC4)cc2)CS(=O)(=O)C3)cc1 ?
E-sel TNF inh: -4

What do the screens show for `O=C(Nc1ccc2c(c1)CCC2)c1c(F)cccc1Cl`?
E-sel TNF inh: -16

Results for O=C(O)c1cccc(NC(=S)NC(=O)c2ccc(-c3ccccc3)cc2)c1 ?
E-sel TNF inh: 9

How did CC(C)(C)c1cc(=O)n2[nH]c(N)nc2n1 do in these assays?
E-sel TNF inh: -13

How did C/C(=N\NS(=O)(=O)c1ccccc1)c1cc(Cl)cc(Cl)c1O do in these assays?
E-sel TNF inh: -23

How did COc1ccc(-c2csc3nc(C)nc(N4CCCCC4)c23)cc1OC do in these assays?
E-sel TNF inh: -11

Results for COc1ccc(CN2CCCC(CNC(=O)c3ccc(F)cc3)C2)c(F)c1 (configuration not stated) ?
E-sel TNF inh: 12

Results for OCCC1CN(Cc2cccc(-n3cccn3)c2)CCN1Cc1ccccc1 (configuration not stated) ?
E-sel TNF inh: 5

What do the screens show for `O=C(NCCCN1CCOCC1)c1ccc(N2CCCC2)c([N+](=O)[O-])c1`?
E-sel TNF inh: -14

What do the screens show for `Cc1ccc(/C=C/C(=O)OCC(=O)N2CC(=O)Nc3ccccc32)o1`?
E-sel TNF inh: -11

What do the screens show for `c1coc(C2=Nc3cccc4cccc(c34)N2)c1`?
E-sel TNF inh: -14

How did Cc1nc(NC(=O)/C=C/c2ccccc2)sc1C(=O)NCCO do in these assays?
E-sel TNF inh: 32

How did CCNc1ccc(C(=O)OC(C(=O)NC(N)=O)C(C)C)cc1[N+](=O)[O-] (configuration not stated) do in these assays?
E-sel TNF inh: -6

Results for CC(C)CCN(C(=S)Nc1cccc(F)c1)C(C)c1cccs1 (configuration not stated) ?
E-sel TNF inh: -4

What do the screens show for `COc1ccc(-c2ccc(=O)n(Cc3ccc([N+](=O)[O-])cc3)n2)cc1`?
E-sel TNF inh: 11

What do the screens show for `COC1CCN(C(=O)c2ccc(OC3CCN(CCc4ccccc4)CC3)cc2)CC1`?
E-sel TNF inh: -15

What do the screens show for `O=c1cc(N2CCCCC2)c(-c2ccccc2)nn1Cc1cccc(F)c1`?
E-sel TNF inh: 15

What do the screens show for `CC(=O)Nc1ccc(S(=O)(=O)Nc2nc3ccc([N+](=O)[O-])cc3s2)cc1`?
E-sel TNF inh: 8

How did COc1cccc2c(N/N=C/c3ccco3)cc(C)nc12 do in these assays?
E-sel TNF inh: -52

What do the screens show for `COc1ccccc1CNC(=O)CSc1nnc2ccc(-c3cccnc3)nn12`?
E-sel TNF inh: 84*

How did O=C(OCc1nnc(-c2ccccc2)o1)c1ccc(CO)cc1 do in these assays?
E-sel TNF inh: -2

How did O=C(CSc1nnc(-c2ccco2)o1)N1CCN(c2ccccc2)CC1 do in these assays?
E-sel TNF inh: -11
